# PP5 primary: PP5 phosphatase inhibitors, primary screen, biochemical, fluorescence | actives 0.18% (n = 320,000) | AID 1987, 2009 | purified PP5c, OMFP substrate fluorescence | inhibition, % at 6.7 µM | Serine/threonine-protein phosphatase 5 (Homo sapiens), P53041;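 active = inhibition above the campaign's mean inhibition across all tested compounds plus 3 SD, cut at about 9.5% in these data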;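 note: 0% = DMSO only and 100% = 100 µM cantharidin control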
# Target sequence (P53041 whole entry, looked up): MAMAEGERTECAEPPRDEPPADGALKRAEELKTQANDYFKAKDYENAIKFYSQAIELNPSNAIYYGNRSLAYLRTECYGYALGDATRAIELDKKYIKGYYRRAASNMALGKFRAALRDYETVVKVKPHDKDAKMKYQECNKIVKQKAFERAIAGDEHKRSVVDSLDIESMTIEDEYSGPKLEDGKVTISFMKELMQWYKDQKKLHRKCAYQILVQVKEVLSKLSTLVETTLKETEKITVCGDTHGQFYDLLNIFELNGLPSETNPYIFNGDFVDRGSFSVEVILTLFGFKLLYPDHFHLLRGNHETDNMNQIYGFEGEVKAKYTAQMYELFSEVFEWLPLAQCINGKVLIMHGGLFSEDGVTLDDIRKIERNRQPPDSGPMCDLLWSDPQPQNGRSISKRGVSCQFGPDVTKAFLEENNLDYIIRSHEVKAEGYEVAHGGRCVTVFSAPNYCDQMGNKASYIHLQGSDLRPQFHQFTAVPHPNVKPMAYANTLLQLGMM
# core dimer inh: inhibitors of HCV core protein dimerization, primary screen, biochemical, TR-FRET, high-throughput; TR-FRET GST/Flag-core106 dimerization, 1536-well; inhibition, % at 5 µM; actives 0.33% (n = 300,000); AID 1899, 2009;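 active = inhibition above the mean of all tested compounds plus 3 SD, set per screening campaign, cut at about 45% in these data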
#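 System – GST-tagged and Flag-tagged HCV core protein residues 1-106 · Repeats – one well for each compound · Technique – TR-FRET 671 and 617 nm emission · Doses – one concentration, 5 µM, in 0.5% DMSO · Times – 4 h, 22.5 °C incubation · Also added – Eu donor and XL665 acceptor anti-tag antibodies · Measure – percent inhibition of core106 dimerization signal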
# EBNA-1 inh: EBNA-1 DNA-binding inhibitors, primary screen, biochemical, fluorescence polarization | inhibition, % at 14.8 µM | actives 0.34% (n = 300,000); in the data active = inhibition above about 28%
# PP1 inh: PP1-alpha phosphatase inhibitors, primary screen, counter-screen for PP5 inhibitor project, biochemical, fluorescence, OMFP substrate, single point; Serine/threonine-protein phosphatase PP1-alpha catalytic subunit (Homo sapiens), P62136; inhibition, % at 6.7 µM; purified PP1alpha; actives 0.9% (n = 320,000);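 active = inhibition above the mean inhibition of all tested compounds plus 3 SD, computed separately for each screening campaign, cut at about 15% in these data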
# CTSL1 counter: Fasciola hepatica cathepsin L1 inhibitors, primary screen, counter-screen for PFM18AAP inhibitor project, biochemical, QFRET, fluorogenic peptide substrate | inhibition, % at 5.96 µM | actives 0.49% (n = 300,000) | recombinant F. hepatica cathepsin L1, Z-Leu-Arg-MCA fluorescence;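 active = inhibition above the mean of all tested compounds plus 3 SD, set per screening campaign, cut at about 17% in these data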;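 note: 0% = plate median of test compound wells and 100% = 1 µM Z-Phe-Ala-diazomethylketone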
# TPT1 inh: Candida albicans TPT1 enzyme inhibitors, primary screen, biochemical, fluorescence polarization; tRNA 2'-phosphotransferase TPT1 (Candida albicans SC5314); recombinant caTPT1, FP RNA substrate dephosphorylation; inhibition, % at 5 µM; actives 0.81% (n = 300,000); AID 1962, 2009;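 active = inhibition above the mean of all tested compounds plus 3 SD, set per screening campaign, cut at about 24% in these data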;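 note: plate controls were DMSO alone for no effect and ferristatin control at 100 nM for full effect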
# ZTA DNA inh: blocks Epstein-Barr virus ZTA, an EBNA-1 counter-screen | P03206 | ZTA-DNA binding, fluorescence polarization | inhibition, % at 11 µM | actives 0.15% (n = 320,000) | AID 2234; in the data active = inhibition above about 33%
# Target sequence (P03206 whole entry, looked up): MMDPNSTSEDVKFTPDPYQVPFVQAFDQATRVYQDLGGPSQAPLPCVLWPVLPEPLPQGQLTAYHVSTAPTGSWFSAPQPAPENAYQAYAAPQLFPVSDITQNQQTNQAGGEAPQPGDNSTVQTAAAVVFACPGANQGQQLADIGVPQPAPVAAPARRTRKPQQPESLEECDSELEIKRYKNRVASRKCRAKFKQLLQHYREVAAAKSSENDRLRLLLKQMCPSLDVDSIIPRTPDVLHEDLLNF
# Efflux pump mplx: inhibitors of Candida efflux pumps in yeast, primary screen, S. cerevisiae, Nile Red, multiplex | AID 485275, 2010 | inhibition, % at 10 µM | S. cerevisiae Candida pump triplex | actives 0.44% (n = 330,000);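 active = plate passing quality check with inhibition over a set limit, or well fluorescence over plate mean plus 4 SD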;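 note: Nile Red retained in pooled yeast measured as flow cytometry median fluorescence; 0% = buffer negative control and 100% = Enniatin B positive control; higher means more Nile Red kept so more efflux inhibition; some compounds called inactive have numbers as strong as hits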
# PREPL inh: PREPL enzyme inhibitors, primary screen, biochemical, fluorescence polarization; Prolyl endopeptidase-like (Homo sapiens), Q4J6C6; recombinant PREPL, fluorescence polarization activity-based probe; inhibition, % at 5.96 µM; actives 0.68% (n = 320,000); in the data active = inhibition above about 43%;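 note: 0% = enzyme with DMSO and 100% = wells lacking enzyme; many of its hits are not listed in these tables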
# * hit, by the source's call; x = no result given. Only part of the results is shown (hit frequency here may not be typical).
cpd	Structure	PP5 primary	core dimer inh	EBNA-1 inh	PP1 inh	CTSL1 counter	TPT1 inh	ZTA DNA inh	Efflux pump mplx	PREPL inh
1	Cc1ccc(NC(=O)CCNS(=O)(=O)c2cccc3nsnc23)cc1	0.6	-4	10	-2	-3	0	-8	0.1	-10
2	CCOc1ccc(N(CC(=O)Nc2ccccc2)S(C)(=O)=O)cc1	-0.4	0	8	-1	1	-8	1	0.0	-8
3	CC(=O)NC(NC(=S)Nc1ccc(N=Nc2ccccc2)cc1)C(Cl)(Cl)Cl (stereo not given)	5.3	4	-2	4	4	-1	4	-0.1	-6
4	CCN(CC)c1ccc(-c2nc3cnccc3n2C)cc1	0.3	-4	-8	0	1	-1	13	0.3	15
5	COc1ccc(/C(C)=N/NC(=O)c2sccc2-n2cccc2)cc1	-1.9	2	2	5	-1	-2	0	-0.1	-13
6	O=C(Nc1ccc(Cl)c(S(=O)(=O)N2CCCCC2)c1)c1cccnc1	3.7	x	x	-2	x	x	-12	-0.2	4
7	Clc1ccccc1OCc1nnc(-c2ccccc2Br)o1	2.1	12	-10	2	0	7	-12	0.0	-4
8	COC(=O)Cc1ccc(NC(=S)NCCC(C)C)cc1	-0.6	-2	-4	0	-2	2	9	0.0	-1
9	Cc1cc(C)cc(OC(=O)c2cccnc2)c1	-1.4	18	2	0	-12	-1	5	0.0	-5
10	CCCC(C(=O)n1nc(C)cc1C)C(NS(=O)(=O)c1ccc(C)cc1)c1ccccc1 (stereo not given)	1.5	14	4	1	3	3	6	0.0	-14
11	Cc1ccc(CCNC(=O)C2CCN(S(=O)(=O)N3CCOCC3)CC2)cc1	-1.1	5	4	-7	-1	0	0	0.1	12
12	Cc1sc2ncnc(-n3cnc4ccccc43)c2c1C	2.5	-3	2	0	-1	3	-1	-0.1	-18
13	O=S(=O)(NCc1ccncc1)c1ccc(S(=O)(=O)NCC2CCCO2)cc1 (stereo not given)	0.6	-7	-6	-3	0	2	-8	0.0	1
14	COc1ccc(NC(=O)N(Cc2ccc(C)cc2)Cc2ccccn2)c(OC)c1	2.4	1	-13	-3	-5	-2	-5	0.6	4
15	O=C(C1CCCO1)N1CCN(C(=S)Nc2ccc(Cl)cc2Cl)CC1 (stereo not given)	2.6	-10	-12	2	4	5	-3	-0.1	-1
16	Clc1ccc(Cn2ncc3c(NCc4cccnc4)ncnc32)cc1	2.3	-1	-12	1	-6	0	-11	0.0	-60
17	CC(NC(=O)CC1SC(N)=NC1=O)c1ccccc1 (stereo not given)	5.2	-7	0	1	-5	2	-15	0.2	-7
18	CCCCn1c(N)c(N(CCOC)C(=O)c2sc3cc(F)ccc3c2Cl)c(=O)[nH]c1=O	-2.9	0	5	-4	6	3	-3	-0.1	9
19	CN1CCc2c(sc3c2C(=O)NC(c2cccs2)N3)C1 (stereo not given)	1.0	-1	22	0	2	34*	16	0.0	18
20	CC(C)Oc1ccc(CNC(=O)C2CCCN(S(=O)(=O)N3CCOCC3)C2)cc1 (stereo not given)	4.4	2	-12	-2	1	0	-10	-0.1	0
21	COc1cccc(NC(=O)CN(C)CC(=O)Nc2ccc(Cl)cc2[N+](=O)[O-])c1	-1.1	1	-2	4	0	-3	5	0.0	-3
22	CCCCN(C)C(=O)c1cn(CC)c2nc(C)ccc2c1=O	0.6	-4	-2	-5	-2	-2	-28	-0.6	5
23	CN(Cc1cccc(-n2cccn2)c1)Cc1cn(C)nc1-c1ccccc1F	2.2	-3	-9	2	-2	0	-11	0.2	1
24	N/C(CC(=O)Nc1cc(C(F)(F)F)ccc1Cl)=N\O	3.5	-12	-4	3	-3	-4	-10	-0.2	-2
25	CCOc1nc(C)ccc1-c1noc(-c2ccccn2)n1	1.4	2	-4	-2	-4	-5	-2	0.1	-6
26	Cc1cc(C)c(OCC(=O)NCC(c2ccco2)N2CCCCC2)c(C)c1 (stereo not given)	1.7	x	x	-2	x	x	-6	0.3	-2
27	CCN(CC)C(=O)Cn1cc(S(=O)(=O)CC(=O)NC2CCCCC2)c2ccccc21	-1.6	6	-16	5	-10	0	-2	0.3	0
28	CCN(CC(=O)NC(C)(C)C)C(=O)COc1c(Cl)cc(Cl)c2ccc(C)nc12	1.7	3	-9	-1	6	1	-1	0.1	23
29	O=C(CCNC(=O)c1ccc([N+](=O)[O-])cc1)Nc1ccccc1N1CCCCC1	1.3	0	6	-3	-5	2	-1	-0.2	8
30	COc1cc(-c2nc(-c3ccccc3)c(-c3ccc(F)cc3)[nH]2)cc2c1OCO2	0.2	2	-2	0	0	3	-2	0.0	1
31	NC(=O)c1ccc(NC(=O)CSc2nc3ccccc3c(=O)n2CCCN2CCOCC2)cc1	2.9	x	x	-3	x	x	-5	0.2	3
32	Cc1cc(C)cc(NC(=O)N(CCC#N)Cc2cccs2)c1	2.3	4	4	0	-3	-1	7	-0.1	1
33	CN(C(=S)Nc1ccc(Oc2ccccc2)cc1)C1CCCCC1	-4.9	-6	-2	-1	2	0	-6	-0.1	11
34	CCCCCc1nnc(NC(=O)c2ccc3nc[nH]c3c2)s1	1.3	x	x	0	x	x	2	0.3	-6
35	Cc1cc(C(=O)CSc2nnnn2-c2ccccc2)c(C)n1-c1ccc2c(c1)OCO2	-2.5	15	2	8	0	4	9	-0.3	-9
36	COc1ccc(N2CCN(C(=O)Cc3ccc(S(=O)(=O)N4CCOCC4)s3)CC2)cc1	-1.2	26	4	5	-1	15	-27	0.2	6
37	COc1cc(C(=O)NCc2nnc(SCC(=O)NC3CCCC3)o2)cc(OC)c1OC	3.4	-8	-9	1	-1	0	11	0.0	16
38	COC(=O)c1ccc(CSc2nc3ccc(S(=O)(=O)N4CCOCC4)cc3[nH]2)cc1	1.5	-1	3	1	0	0	1	-0.1	6
39	C=CCn1c(SCC(=O)NCC(c2ccccc2)N(C)C)nnc1C1CCCCC1 (stereo not given)	2.6	x	x	0	x	x	1	0.1	9
40	CC1(C)CC(=O)C=C(Nc2ccc(C(=O)O)c(O)c2)C1	0.2	3	4	-1	2	-6	5	0.0	2
41	CC(=O)Nc1ccc(S(=O)(=O)N2CCN(CC(=O)NC3CCCC3)CC2)cc1	-0.7	-2	-3	-2	-10	0	-1	-0.1	3
42	Cc1ccc(C)c(NC(=O)CSc2nnc(CSc3nc(C)cc(C)n3)n2Cc2ccco2)c1	1.7	5	8	-8	-6	-3	3	-0.2	-12
43	COc1ccc(CN(C)CC(=O)NC2CCCc3ccccc32)cc1OC (stereo not given)	-0.8	0	-3	-3	-4	4	-15	0.0	12
44	CCN(CC)CC(O)COc1ccc2c(c1)OCO2 (stereo not given)	0.6	3	7	0	0	-1	11	0.0	-2
45	CCOC(=O)C1CCN(C(=O)COC(=O)c2cccc(F)c2)CC1	-6.3	-10	-14	-10	4	-3	-15	-0.1	5
46	COc1ccc(OC)c(Nc2nc(-c3sc(NC(=O)C(C)(C)C)nc3C)cs2)c1	1.9	-9	-1	1	2	4	4	x	10
47	COc1ccccc1N1CCN(C(=O)CCC(=O)Nc2nnc(CC(C)C)s2)CC1	-7.2	-17	2	1	5	-1	-12	-0.2	13
48	O=C(N/N=C/c1c(F)cccc1Cl)c1cc(C2CC2)[nH]n1	0.5	10	-4	-2	-2	0	-6	0.0	1
49	COc1ccc(OC)c(C(C(=O)NC2CCCCC2)N(C(=O)c2snc(C(N)=O)c2N)c2ccccc2OC)c1 (stereo not given)	-0.1	15	-2	-1	5	0	-7	0.2	11
50	S=C(NCc1cccnc1)Nc1ccc(Oc2ccccc2)cc1	4.3	0	2	1	-4	0	-1	-0.1	-6

# New compounds follow:
cpd	Structure	PP5 primary	core dimer inh	EBNA-1 inh	PP1 inh	CTSL1 counter	TPT1 inh	ZTA DNA inh	Efflux pump mplx	PREPL inh
51	CCn1cc(/C=C/c2cc[n+](C)cc2)c2ccccc21	0.8	-37	-12	3	5	39*	15	5.0*	13
52	CC(C)Oc1ccc(C(=O)Nc2nnc(SCC(=O)N3CCOCC3)s2)cc1	1.6	-1	-6	3	0	-2	-12	0.2	2
53	O=C(N=C1SC2CS(=O)(=O)CC2N1Cc1ccccc1Cl)C1CCCO1 (stereo not given)	0.4	4	3	-6	-2	-2	-7	0.1	-1
54	O=C(O)c1cccc(Nc2c([N+](=O)[O-])c(=O)oc3ccccc23)c1	2.3	3	9	-2	0	0	-9	-0.2	1
55	CC(C)CC(COCc1ccc(C(F)(F)F)cc1)N1CCN(C(=O)c2ccc(C(F)(F)F)cc2)CCC1=O (stereo not given)	8.7	15	9	11	8	0	1	0.3	20
56	CN(CC(=O)Nc1ccc(F)c(F)c1F)C(=O)CCCSc1nc2ccccc2[nH]1	-0.7	3	1	-9	-2	-4	-12	-0.1	-10
57	CCC(CC)C(=O)N1CC(=O)Nc2ccc(F)cc2C1c1ccccc1 (stereo not given)	0.5	0	6	2	-1	-1	9	0.0	7
58	O=C(Nc1ccccc1)C1=C[C@@H](c2ccc(C(F)(F)F)cc2)C[C@@H](OCCCCO)O1	5.3	-11	0	7	2	0	-6	x	13
59	CCCCC(=O)N/N=C/c1sccc1C	2.0	-6	-8	1	3	0	-14	0.2	-4
